# Peg3 imprint = qHTS Assay for Compounds that Induce Erasure of Genomic Imprints; mouse ES Peg3-LacZ reporter, beta-gal luminescence, 40 h; actives 0.02% (n = 110,000); Potency, µM (doses to about 60.7 µM), for the others: at the highest dose activity change, positive = activation, usual class: activators; AID 1948, 2009;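 further: 0% = negative control wells on the plate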
#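 Gelatin-coated wells received 300 freshly trypsinized female ES cells with a Peg3LacZ-Neo reporter on the maternal allele, then incubated 40 hours at 37C. BetaGlo was added for 5 minutes at room temperature before a single luminescence read.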
# IkB sig inh = IkB Signaling | ABC-DLBCL IkBa-CBG/CBR dual luciferase ratio, 4 h; response scale: scaled: untreated 0%, proteasome inhibitor 100% | Potency, µM (titrated, usually from 57.1 µM), inactives show at the highest dose IkBa stabilization activation | actives 0.04% (n = 110,000); active means well fitted curve in the direction sought with a large enough effect in the signal ratio, not every such curve was filed as active; inconclusive means small, poorly fitted or top-dose-only effect, or a change in a side signal; the % refers to the signal ratio;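 further: the direction sought is a rising ratio; 0% = basal untreated cells and 100% = reference inhibitor full response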
#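 Curves were fitted separately to fusion (green), unfused (red) and ratio luminescence, then classed by r2, magnitude and activity. Cells: OCI-Ly3, 4 h compound plus doxycycline at 37C; 10 uM MG-132 defined full response.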
# p53ts 32C kill = qHTS Screen for Compounds that Selectively Target Cancer Cells with p53 Mutations: Cytotoxicity of p53ts Cells at the Permissive Temperature | actives 0.93% (n = 130,000) | H1299-p53A138V at 32C, ATP luminescence viability, 24 h | Potency, µM (series often up to 46.1 µM), without a hit: at the highest dose activity change, negative = cytotoxicity, actives largely listed as cytotoxic;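 further: 0% = DMSO and -100% = full killing by reference compound; nearly all actives have a fitted effect of over 55% in size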
#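 H1299-p53 A138V cells (temperature-sensitive p53) exposed 24 h to up to 46 uM compound at 32C, where p53 is wild-type in conformation. Viability read as ATP luminescence and normalised to DMSO and 100 uM tamoxifen. AC50 fitted with the Hill equation.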
# p53ts 39C tox = qHTS Screen for Compounds that Selectively Target Cancer Cells with p53 Mutations: Cytotoxicity of p53ts Cells at the Nonpermissive Temperature. Potency, µM (highest dose often 46.1 µM), without a hit: at the highest dose activity change, negative = cell killing, actives largely listed as cytotoxic. AID 902, 2007. actives 1.5% (n = 130,000). H1299-p53A138V viability at 39C, ATP luminescence, 24 h; further: nearly all actives have a fitted effect of over 55% in size
# Numbers without * were called inactive; ? = inconclusive; · = no result given; [ ] = dose if it differs, or a comment. Unless noted, the call rests on the fitted dose curve; in most records, active means well fitted curve in the direction sought with a large enough effect; inconclusive means small, poorly fitted or top-dose-only effect, or another doubt; inactive means no such curve, though single readings can be large; an effect the other way counts as inactive or inconclusive. Unless noted, on the % scale 0 is the no-effect control and ±100 the full control effect; potency means the concentration at half of the fitted maximal effect.
SMILES,Peg3 imprint,IkB sig inh,p53ts 32C kill,p53ts 39C tox
Cc1ccc(C(c2sc3ncnn3c2O)N2CCCCC2)cc1 (configuration not stated),-4%,-0.7%,10%,-1%
CS(=O)CSc1nc2c(cc1C#N)CCCC2 (configuration not stated),-7%,1.8%,-4%,-11%
Cc1ccc(CSC2=Nc3ccccc3C3=NC(CC(=O)NCc4ccc5c(c4)OCO5)C(=O)N23)cc1 (configuration not stated),-9%[10.9 µM],-0.2%,5%,2%
CS(=O)(=O)c1ccc(-c2nn[nH]n2)cc1,·,4.9%,-8%,-1%
Cc1cc(C(=O)CSc2nnc(-c3cccs3)n2Cc2ccccc2)c(C)n1C,-14%,?,-2%,-7%
CC(NC(=O)C1CCN(C(=O)N2CCOc3ccc(Cl)cc32)CC1)c1ccccc1 (configuration not stated),-14%[10.9 µM],?,15%,?
O=C(Nc1ccc(N2CCN(c3ccc(F)cc3)CC2)c(C(=O)O)c1)c1cccs1,-8%[10.9 µM],0.5%,4%,-1%
COc1cc(OC)cc(C(=O)NCCn2ccc3ccccc32)c1,-15%,?,-20%,12%
O=C(NC1(O)C(=O)c2ccccc2C1=O)c1ccccc1,-24%,25%,-16%,-2%
O=C(CN(CC1CCCO1)C(=O)CCC(=O)Nc1nccs1)NCC1CCCO1 (configuration not stated),6%,-2.5%,-2%,9%
Cc1cc(C)c(OCC(=O)N(Cc2ccc(N(C)C)cc2)Cc2ccco2)c(C)c1,-10%[10.9 µM],?,?,-14%
CCOC(=O)c1ccc(NC(=O)CSc2ccc(-c3sc(C)nc3C)nn2)cc1,-6%[10.9 µM],0.2%,3%,-21%
Cc1ccc(Nc2nc(N)nc(CSc3nc4ccccc4s3)n2)cc1,-10%[10.9 µM],?,-3%,?
Cc1cc(C)c2c(=O)[nH]n(C3CC(C)N(C)CC3C)c2n1 (configuration not stated),-6%,-0.1%,2%,-9%
CCOC(=O)N1CCC(NC(=O)c2ccc3c(c2)N(Cc2cc(C)ccc2C)C(=O)c2ccccc2S3=O)CC1 (configuration not stated),-14%[10.9 µM],?,22%,15%
CCN(CC)C(=O)CSc1nnc([C@@H](NC(=O)OC(C)(C)C)C(C)C)o1,-9%,-0.5%,7%,2%
COc1ccc(N2CCN(CCNC(=O)c3c(C)cc(=O)oc3C)CC2)cc1,-9%,-1.6%,4%,12%
COc1ccc(N(C(=O)c2cc(OC)c(OC)c(OC)c2)S(=O)(=O)c2ccc(C)cc2)cc1,-14%[10.9 µM],5.3%,15%,-11%
COc1ccc(OC)c(NC(=O)C2C3CC4OC(=O)C2C4C3)c1 (configuration not stated),-2%,0.5%,2%,9%
CC(=O)Nc1c(C(=O)N2CCOCC2)sc2nc3c(cc12)COC(C)(C)C3,1%,0.5%,1%,10%
CCOC(=O)CCN1C(=O)[C@H]2[C@@H]3[C@H](O)C=CC(=O)[C@H]3CC[C@H]2C1=O,·,·,9%[9.22 µM],6%[9.22 µM]
COc1ccc(C2=C(N3CCN(c4cccc(C)c4C)CC3)c3ccccc3C2=O)cc1,-28%[10.9 µM],-5.0%,-1%,-21%
Cn1cnnc1SCC(=O)Nc1ccccc1,-12%,4.0%,-19%,5%
Cc1cc(N/C=C/C(=O)c2ccc(Br)cc2)no1,·,·,-1%,4%
CS(=O)(=O)N1CCC2(CC1)CN(C(c1ccccc1)c1ccccc1)C2,·,3.6%[11.4 µM],0%,1%

# Exported as tab-separated lines: two of the compounds above.
smiles	Peg3 imprint	IkB sig inh	p53ts 32C kill	p53ts 39C tox
CC(=O)Nc1c(C(=O)N2CCOCC2)sc2nc3c(cc12)COC(C)(C)C3	1%	0.5%	1%	10%
CCOC(=O)CCN1C(=O)[C@H]2[C@@H]3[C@H](O)C=CC(=O)[C@H]3CC[C@H]2C1=O	·	·	9%[9.22 µM]	6%[9.22 µM]

# Full records, looked up by structure. Screens in order: Peg3 imprint, IkB sig inh, p53ts 32C kill, p53ts 39C tox
# `CCOC(=O)CCN1C(=O)[C@H]2[C@@H]3[C@H](O)C=CC(=O)[C@H]3CC[C@H]2C1=O` in the list: ·, ·, 9%[9.22 µM], 6%[9.22 µM]
# `Cc1cc(C)c(OCC(=O)N(Cc2ccc(N(C)C)cc2)Cc2ccco2)c(C)c1` in the list: -10%[10.9 µM], ?, ?, -14%
# `CS(=O)(=O)N1CCC2(CC1)CN(C(c1ccccc1)c1ccccc1)C2` in the list: ·, 3.6%[11.4 µM], 0%, 1%
# `CCOC(=O)c1ccc(NC(=O)CSc2ccc(-c3sc(C)nc3C)nn2)cc1` in the list: -6%[10.9 µM], 0.2%, 3%, -21%

# Remaining list, next part:
SMILES,Peg3 imprint,IkB sig inh,p53ts 32C kill,p53ts 39C tox
COC(=O)CSc1nnc(CNc2ccc(F)cc2)o1,6%,?,-5%,-9%
O=C(NCc1cccs1)C1CCCN(S(=O)(=O)c2ccc3c(c2)OCO3)C1 (configuration not stated),-11%,0.6%,4%,-8%
Cc1csc(NC(=O)CSc2nnc(C)s2)n1,-2%,-2.2%,-5%,1%
O=C(Nc1ccc(F)cc1)N1CCN(c2ccccc2F)CC1,-2%[10.9 µM],3.1%,-2%,13%
OCCN(Cc1ccccc1)Cc1ccc(F)c(F)c1,-5%,-0.8%,1%,3%
c1csc(-c2csc3ncnc(NCCCN4CCOCC4)c23)c1,-1%,-1.4%,-1%,3%
O=C1CN(C(=O)C2CCCCC2)C(c2ccccc2)c2cc(F)ccc2N1 (configuration not stated),-7%[10.9 µM],0.5%,3%,18%
CCN(CCCNC(=O)c1cc2cc3ccc(OC)cc3nc2s1)c1ccccc1,-6%[10.9 µM],1.0%,-20%,?
COc1ccc(-n2c(SCc3nnc(-c4ccccc4)o3)nnc2-c2ccccc2)cc1,-2%,1.1%,6%,-8%
Cc1cccc(N(C(=O)CCC(=O)Nc2cc(C)on2)C(C(=O)NC2CCCC2)c2ccncc2)c1 (configuration not stated),-2%,-1.0%,-5%,11%
CCC1CCCCN1C(=O)Cn1c(=O)n(-c2ccccc2C(F)(F)F)c(=O)c2c(C)c(C(=O)N(C)C)sc21 (configuration not stated),-6%[10.9 µM],?,0%,9%
O=S(=O)(Nc1ccc(-c2ccc(N3CCCC3)nn2)cc1)c1ccc(C(F)(F)F)cc1,7%[10.9 µM],1.0%,4%,-9%
Cn1c(=O)c2c(SCc3ccccc3)nc(-c3ccco3)nc2n(C)c1=O,-21%,1.1%,13%,20%
CCOc1ccccc1NC(=O)Cn1c(=O)n(Cc2ccc(C(=O)NCCCOC)cc2)c(=O)c2ccccc21,-9%[10.9 µM],3.6%,8%,1%
CCOc1ccccc1NC(=O)CSc1nc2cc(OC)c(OC)cc2c2nc(CCn3c(C)nc4ccccc43)nn12,-10%[10.9 µM],-3.7%,?,5µM*
O=C(CSCc1ccccn1)Nc1ccccc1,·,-1.5%,-1%,7%
O=C(Nc1ccc2ccccc2c1)c1cccnc1,-44%[inhibitor],5.9%,-29%,-28%
Cc1cc(C)cc(N2C(=O)CCSC23C(=O)N(Cc2ccccc2)c2ccccc23)c1 (configuration not stated),-1%[10.9 µM],8.4%,7%,-2%
O=C(NCc1ccccc1)c1cc2ccccc2o1,-10%[10.9 µM],?,-5%,?
OCC#CCSc1nnc(-c2ccc(Br)cc2)o1,-24%,0.0%,-30%,?
COc1ccc(NC(=O)c2oc3ccccc3c2NC(=O)c2cc3ccccc3o2)cc1,-8%[10.9 µM],?,?,?
CCOC(=O)C1CCCN(C(=O)c2sc3nc(C)nc(N(CC)CC)c3c2C)C1 (configuration not stated),·,·,16%,-6%
Cc1ccc(CNC(=O)CCNC(=O)Cn2ccc3ccccc3c2=O)o1,-10%,-0.1%,-1%,7%
COc1ccc(-c2c3c(=O)n(C)c(=O)n(C)c3c3c(C)nc4ccccc4n23)cc1,4%[10.9 µM],?,9%,-6%
C[C@@H](c1ccccc1)N1C(=O)[C@H]2[C@H]3[C@H](O)[C@H](O)C/C(=N/NC(=O)OCc4ccccc4)[C@@H]3CC[C@@H]2C1=O,·,·,-1%[9.22 µM],-4%[9.22 µM]
# The list continues:
SMILES,Peg3 imprint,IkB sig inh,p53ts 32C kill,p53ts 39C tox
COc1ccccc1OCCn1c(NC(=O)c2ccc(Cl)cc2)nc2ccccc21,-5%[10.9 µM],2.6%,-6%,15%
Cc1ccc(C(=O)CSc2n[nH]c(C)n2)cc1,2%,0.8%,-6%,-4%
O=C(O)[C@@H]1CCN(Cc2oc(CO)cc(=O)c2O)C1,12%[10.9 µM],0.7%[11.4 µM],3%[9.22 µM],2%[9.22 µM]
COc1ccc(CN2C(=O)c3oc4ccccc4c(=O)c3C2c2ccc(O)c(OC)c2)cc1 (configuration not stated),-11%[10.9 µM],0.7%,0%,-13%
O=C(NCC(c1cccnc1)N1CCOCC1)c1cccc(Cl)c1 (configuration not stated),-21%,-0.3%,3%,-4%
Cc1cccc(-n2ncc3c(NCCOCCO)ncnc32)c1,-20%[10.9 µM],-0.8%,?,?
CCOC(=O)c1ccc(Nc2c(-c3ccc(N(C)C)cc3)nc3nc[nH]n23)cc1,5%[10.9 µM],?,-6%,-13%
O=C(c1ccco1)N1CCN(c2nc(C3CC3)nc3sc4c(c23)CCCC4)CC1,-22%,?,-24%,-3%
O=C(CSc1ccc(-c2ccco2)nn1)c1ccc(F)cc1,·,·,12%,25%
O=C(Cn1cnc2c(nnn2Cc2ccccc2)c1=O)c1ccccc1,-11%,1.1%,0%,0%
Cc1nnc(NCc2ccccc2)c2c1nnn2Cc1ccccc1Cl,-6%[10.9 µM],0.1%,-3%,?
Cc1cccc(OCC(=O)Nc2ccccc2C(=O)OCc2cc(=O)n3ccsc3n2)c1,-12%[10.9 µM],1.9%,0%,16%
CN(C)CCNC(=O)c1cc2c(=O)n(C)c3ccccc3c2n1C,-12%,3.8%,7%,0%
COc1cc2c(c(OC)c1)C(c1cc(OC)c(OC)c(OC)c1)CC(=O)N2 (configuration not stated),-4%[10.9 µM],1.8%,14%,25%
Cc1cc(C)c(NC(=O)Cn2c(=O)n(CCC(=O)NCc3ccccc3Cl)c(=O)c3sccc32)c(C)c1,-3%[10.9 µM],0.4%,6%,-11%
COc1ccc(-c2oc3ncn4nc(-c5ccccc5Br)nc4c3c2-c2ccc(OC)cc2)cc1,13%[10.9 µM],-2.0%,6%,1%
O=C(NCc1ccncc1)c1c(F)c(F)c(F)c(F)c1F,0%,5.3%,-25%,-12%
O=C(NCc1cccc(Cl)c1)c1oc(=O)c2ccccc2c1-c1ccccc1,-7%[10.9 µM],-0.4%,5%,0%
CCN(CC)C(=O)CSc1nc2ccccc2c(=O)n1Cc1ccco1,-16%[10.9 µM],1.6%,3%,7%
COc1ccccc1NC(=O)c1c(NCc2ccc(C)o2)sc2c1CCCCC2,-19%[10.9 µM],?,30%[activator],-4%
CCOC(=O)Cc1nnc2c(Nc3ccc(Cl)cc3)nc3nonc3n12,-10%,?,8%,-17%
Cc1nc2ccc(NC(=O)NCc3ccco3)cc2s1,-18%,-0.1%,-1%,1%
COc1cccc(C(=O)Nc2nc(-c3nnn(-c4ccccc4C(F)(F)F)c3C)ns2)c1,25%[10.9 µM],?,7%,-4%
O=C(NCc1ccco1)C1CCN(S(=O)(=O)c2ccc(-n3cnnn3)cc2)CC1,0%,0.1%,-23%,7%

# Among those listed so far, these contain a COOH group.
SMILES,Peg3 imprint,IkB sig inh,p53ts 32C kill,p53ts 39C tox
O=C(Nc1ccc(N2CCN(c3ccc(F)cc3)CC2)c(C(=O)O)c1)c1cccs1,-8%[10.9 µM],0.5%,4%,-1%
O=C(O)[C@@H]1CCN(Cc2oc(CO)cc(=O)c2O)C1,12%[10.9 µM],0.7%[11.4 µM],3%[9.22 µM],2%[9.22 µM]

# Screens (PubChem BioAssay)
